Screens (PubChem)
S100A4 inh HTS: inhibitors of S100A4-myosin IIA peptide binding, primary screen, biochemical, fluorescence polarization, TAMRA-MyoIIA peptide; inhibition, % at 10.7 µM; 360,000 tested, 0.14% active;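 active = mean inhibition of at least 70% across replicates, with every replicate also reaching that level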
Target sequence (P26447 whole entry, looked up): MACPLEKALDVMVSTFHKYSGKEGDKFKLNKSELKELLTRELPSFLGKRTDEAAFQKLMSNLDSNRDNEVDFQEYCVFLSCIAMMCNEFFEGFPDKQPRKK
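incubation = readout 5 min after mixing, signal stable up to 60 min | system = S100A4 monomer protein | buffer or medium = HEPES pH 7.2 with CaCl2, KCl, NaCl, DTT, Triton | benchmarks = neutral control DMSO, positive control TFP | also added = fluorescent myosin IIA peptide, 5 nM | compound dosing = one concentration per compound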
PGC1a acetyl inh: inhibitors of PGC1a acetylation signal, primary screen, cell-based, U2OS, AlphaScreen, inhibitor mode; AlphaScreen anti-acetyl-lysine; with virally co-expressed GCN5 acetyltransferase; inhibition, % at 15.6 µM; 350,000 tested, 0.17% active; AID 651687, 2012;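 active = every replicate shows inhibition of at least 40%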;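 note: 0% = neutral control wells and 100% = positive control wells; some results beyond the cut were filed as inactive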
LGR2 inh: inhibitors of bursicon-induced LGR2 CRE-luciferase signal, primary screen, cell-based, HEK293, CRE-luciferase reporter, bursicon stimulation; Drosophila bursicon receptor LGR2 (rickets); bursicon-stimulated, 4 h; inhibition, % at 9.99 µM; 380,000 tested, 0.35% active; AID 720647, 2013;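 active = drop in luminescence signal, shown as inhibition above about 50% in the replicate tests, limit read from the data, passing the limit was not always enough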;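 note: agonist challenge used bursicon conditioned medium at about half maximal strength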
Statin myotox sup: suppressors of statin myotoxicity in C2C12 myotubes, primary screen, cell-based, single point, plate reader | 330,000 tested, 0.78% active | C2C12 myotubes + simvastatin, ATP luminescence, 48 h; scaled: DMSO 0, geranylgeraniol control 100 | AID 602340, 2012 | rescue of ATP level, % at 7.49 µM;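 active = mean ATP rescue above about 67%, or every replicate alone reaching that limit, limit read from the data, passing the limit was not always enough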;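 note: myotubes were challenged with 10 µM simvastatin during compound exposure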
SIRT5 block: SIRT5 desuccinylase inhibitors, primary screen, biochemical, fluorescence imaging, single point, set 5. Purified SirT5, succinyl-peptide AMC, trypsin-coupled fluorescence. inhibition, % at 15 µM. 330,000 tested, 1.1% active; in the data active = inhibition above about 15%
Target sequence (Q9NXA8 whole entry, looked up): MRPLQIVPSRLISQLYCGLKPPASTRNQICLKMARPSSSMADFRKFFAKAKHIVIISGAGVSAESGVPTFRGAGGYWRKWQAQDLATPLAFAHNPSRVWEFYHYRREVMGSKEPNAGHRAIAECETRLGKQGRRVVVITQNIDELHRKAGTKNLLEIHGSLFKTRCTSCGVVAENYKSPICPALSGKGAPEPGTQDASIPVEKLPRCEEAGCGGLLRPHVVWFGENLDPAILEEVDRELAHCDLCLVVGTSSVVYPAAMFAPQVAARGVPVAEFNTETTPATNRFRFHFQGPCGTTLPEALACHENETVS
Xi reactivation: activators of inactive X chromosome reactivation, primary screen, imaging, XiGFP fibroblasts, GFP high-content imaging, set 2; XiGFP mouse fibroblasts, % GFP-positive cells imaging, 3 d; cells co-treated with 5-aza-dC sensitizer; scaled so ellipticine positive control = 100%; activation, % at 7.58 µM; 360,000 tested, 0.055% active;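 active = mean normalized replicate activation at least 10% and every replicate at or above 10%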;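 note: 0% = median of on-plate neutral control wells and 100% = ellipticine 6 µM median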
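assay system = SV40-immortalized XiGFP fibroblast cells, line 68-5-11 | buffer or medium = DMEM plus 5-aza-dC sensitizer | doses = single-point pinned compound dosing | times = 3-day compound exposure, then 15 min fixation at room temperature | benchmarks = positive control ellipticine, 6 µM final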
ERAP1 HTS inh: human ERAP1 aminopeptidase inhibitors, primary screen, biochemical, single point, plate reader | Endoplasmic reticulum aminopeptidase 1 (Homo sapiens), Q9NZ08 | 340,000 tested, 0.15% active | AID 652197, 2013 | recombinant ERAP1, Leu-AMC fluorescence, 60 min | inhibition, % at 10.7 µM;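 active = mean replicate inhibition of at least 30%, or all replicates individually reaching that 30% level; inactive = mean below 30% and not every replicate reaching it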;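 note: 0% = neutral control wells and 100% = L-leucinethiol positive control wells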
Cneo AK release: Cryptococcus neoformans cell lysis inducers, primary screen, AK release luminescence, single concentration; C. neoformans lysis, adenylate kinase release luminescence, 4 h; normalised: neutral wells 0, clomiphene wells 100; 360,000 tested, 0.2% active; lysis activity, % at 15 µM; AID 651654, 2012;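 active = mean lysis activity across replicates of at least 80%, whatever share of replicates individually reach that level; inactive = mean lysis activity below 80%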
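Material: C. neoformans cells | Amount: Yeast cell density of 5 × 10^6 cells/mL | Medium: Fresh YPD growth medium | Dosing: Single dose | Times: Static 4 h at 37 °C with compound, 1 h detection | Detection: AK luminescence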
* hit, by the source's call; nt = no result given.

SMILES	S100A4 inh HTS	PGC1a acetyl inh	LGR2 inh	Statin myotox sup	SIRT5 block	Xi reactivation	ERAP1 HTS inh	Cneo AK release
CN1C(=O)c2cc(NS(C)(=O)=O)ccc2OC[C@@H]2O[C@H](CC(=O)O)CC[C@H]21	-1	3	7	23	-1	0.4	-5	-3
CC(C)(C)NC(=O)C(c1ccc(F)cc1)N(C(=O)CCC(=O)Nc1ccccn1)C1CCCC1 (configuration not stated)	-1	nt	-1	2	-1	0.0	2	1
COc1cc(Br)c(CNc2cc(C)ccc2C)cc1OC	-2	0	11	1	6	0.0	-2	3
O=C(CN(c1ccccc1)S(=O)(=O)c1ccccc1[N+](=O)[O-])Nc1ccccc1C(=O)N1CCOCC1	0	4	7	-3	1	-0.1	-2	nt
CC(C)[C@H](NC(=O)[C@H](Cc1ccccc1)n1c(=O)[nH]c2ccccc2c1=O)C(=O)N[C@@H](Cc1ccccc1)C(=O)O	7	-10	nt	-8	nt	nt	nt	0
Fc1ccc(CNC(=S)Nc2ccc(Cl)cc2)cc1	-7	nt	6	-14	-1	nt	-2	11
O=C(Nc1csnn1)c1csnn1	-5	2	nt	-5	2	0.0	1	1
Cc1ccc(-n2nc3c(=S)[nH]nc(C)c3c2C)cc1	nt	0	12	-2	nt	nt	nt	-3
CN(C)S(=O)(=O)N(Cc1ccc(Br)cc1)c1ccccc1	nt	-30	-4	2	nt	nt	nt	-2
CC(c1ccco1)N(C(=O)COc1ccc(Cl)cc1Cl)c1ccccn1 (configuration not stated)	-5	-19	5	14	-6	nt	-8	-6
CCC(=O)N1C[C@@H](C)[C@@H](OC)CN(C)C(=O)c2cc(NC(=O)Nc3ccc(Cl)cc3)ccc2OC[C@H]1C	-10	-7	2	12	1	0.2	2	-1
Cc1ccc(S(=O)(=O)N(C)CCCC(=O)Nc2cc(C)ccc2C)cc1	4	-11	7	-4	-4	0.2	-3	0
C/C(=N/NC(=O)c1ccn(C)n1)c1ccncc1	2	13	-9	nt	-6	-0.1	-3	0
O=C(NCc1cccnc1)c1ccc(CS(=O)(=O)c2ccc(Br)cc2)o1	2	-7	4	-2	-5	0.1	-6	-2
CCC(=O)N1CC2(C1)[C@@H](c1ccc(-c3ccc(C#N)cc3)cc1)[C@@H](CO)N2C(C)=O	-11	-1	-6	nt	3	0.1	2	nt
CN(CC(=O)Nc1ccc(Cl)c(C(F)(F)F)c1)C(=O)c1cn2ccccc2n1	4	1	-15	-16	-4	0.3	-6	-2
O=C([C@@H]1[C@@H](CO)[C@@H]2Cn3c(cccc3=O)[C@H]1N2C(=O)CC1CC1)N1CCCCC1	3	nt	0	7	10	0.2	-4	0
CCCNC(=O)C[C@@H]1C[C@@H]2c3cc(NC(=O)COC)ccc3O[C@@H]2[C@H](CO)O1	6	3	-1	5	1	0.0	0	-21
COc1ccc(NC(=O)Nc2ccc3c(c2)C(=O)N([C@@H](C)CO)C[C@H](C)[C@H](CN(C)Cc2ccc4c(c2)OCO4)OCCCC[C@H](C)O3)cc1	8	9	2	nt	3	-0.9	1	1
CC(=O)c1c(C(=O)O)c2ccccc2[nH]c1=O	0	-7	4	3	1	0.5	nt	nt
Cc1ccc(S(=O)(=O)N2CCCCC2)cc1C(=O)NCCC1=CCCCC1	-4	nt	-7	nt	4	0.0	-7	nt
COc1ccc(-n2cc3ccc([N+](=O)[O-])cc3n2)cc1	-3	nt	-2	nt	1	0.1	5	nt
CCCN1C(=O)/C(=C/c2nc3ccccc3c(=O)[nH]2)c2cc(C)ccc21	0	3	-27	-36	-6	-0.2	4	2
CSCCC(C)N1CCC(Oc2ccc(C(=O)NCc3ccccn3)cc2)CC1 (configuration not stated)	-4	nt	8	-4	nt	-0.1	2	-1
N#Cc1ccc(-c2ccc(OCC(=O)NCCCN3CCCC3=O)cc2)cc1	9	nt	-125	nt	-3	0.0	4	nt
CC(=O)c1cccc(N2C(=NC(=O)C3CC3)SC3CS(=O)(=O)CC32)c1 (configuration not stated)	-1	nt	5	nt	-3	0.0	0	nt
CCCCC[C@H](O)/C=C/[C@@H]1[C@@H](CCCCCCC(=O)O)[C@@H](O)C[C@H]1O	-3	6	nt	-1	nt	nt	nt	-3
COc1ccc(/C=N/NC(=O)Cc2n[nH]c(=O)[nH]c2=O)cc1	1	13	-3	-2	10	nt	nt	-1
CCC(CO)Oc1cc(NCc2ccc(C)c(C)c2)c2ncn(C(C)C)c2c1 (configuration not stated)	-7	-13	-4	-3	1	-0.1	-2	1
COc1ccc(S(=O)(=O)Nc2ccc3c(c2)C(=O)N([C@H](C)CO)C[C@H](C)[C@@H](CN(C)S(=O)(=O)c2c(C)noc2C)OCCCC[C@@H](C)O3)cc1	4	23	-3	nt	-8	0.0	2	-2

Structural class: those above containing fluorine (3)
SMILES	S100A4 inh HTS	PGC1a acetyl inh	LGR2 inh	Statin myotox sup	SIRT5 block	Xi reactivation	ERAP1 HTS inh	Cneo AK release
CC(C)(C)NC(=O)C(c1ccc(F)cc1)N(C(=O)CCC(=O)Nc1ccccn1)C1CCCC1 (configuration not stated)	-1	nt	-1	2	-1	0.0	2	1
Fc1ccc(CNC(=S)Nc2ccc(Cl)cc2)cc1	-7	nt	6	-14	-1	nt	-2	11
CN(CC(=O)Nc1ccc(Cl)c(C(F)(F)F)c1)C(=O)c1cn2ccccc2n1	4	1	-15	-16	-4	0.3	-6	-2

New compounds follow
SMILES	S100A4 inh HTS	PGC1a acetyl inh	LGR2 inh	Statin myotox sup	SIRT5 block	Xi reactivation	ERAP1 HTS inh	Cneo AK release
C[C@H](CO)N1C[C@H](C)[C@H](CN(C)C(=O)Nc2ccc(F)cc2)Oc2ccc(NS(=O)(=O)c3cccs3)cc2C1=O	-5	1	11	nt	2	-0.1	-3	-5
CC(C)(C)[S@](=O)N1Cc2cc(C(=O)N3CCOCC3)nc(-c3cccc(-c4ccccc4F)c3)c2[C@@H]1CCO	-79	-3	-5	-3	1	0.0	-1	62
CCOc1ccc(N(C(=O)c2snc(C(N)=O)c2N)C(C(=O)NCC2CCCO2)c2ccco2)cc1 (configuration not stated)	-4	-30	8	40	-1	0.1	-2	-1
CCN(CC)C(=O)Oc1c(Cl)cc(Cl)c2cccnc12	-16	-2	14	9	-5	0.2	18	nt
OCC[C@@H]1C[C@H](O)[C@@H](O)[C@]2(OCCc3cc(C(F)(F)F)ccc32)O1	-2	10	-15	1	5	-0.1	1	0
O=C(O)c1ccccc1C1c2ccccc2Oc2ccccc21	0	4	-8	9	nt	0.1	-2	-1
C=CC[C@@H](CC(=O)N[C@@H](CO)Cc1ccccc1)C(=O)NCCOC(=O)[C@@H](CC=C)Cc1ccc(F)cc1	-1	nt	-4	-6	-13	0.4	-2	-1
N#Cc1ccccc1Sc1ccccc1C(=O)NCC(c1ccco1)N1CCCC1 (configuration not stated)	-7	nt	-20	2	4	0.0	1	nt
O=C(c1cc(COc2ccc(F)cc2Cl)on1)N1CCN(c2cnccn2)CC1	-2	-15	-15	2	-2	-0.1	0	-2
Cn1cccc1C(=O)C(=O)Nc1ccc(F)c(F)c1	4	-13	-10	-17	-3	-0.1	-2	-6
O=C1CCCCN1CCCC(=O)N1CCCC(Nc2ccc(F)c(F)c2)C1 (configuration not stated)	7	-7	-10	-1	-2	0.0	0	-3
COc1ccccc1CN1C[C@H](C)[C@H](OC)CN(C)C(=O)c2ccc(NC(C)=O)cc2OC[C@H]1C	-20	4	8	0	1	-0.2	3	1
CCC(=O)NC1CCN(C(=S)NC)CC1	3	nt	19	nt	0	0.0	2	nt
CN(C)C(=O)C[n+]1cccc(/C=N/O)c1	-4	3	7	-2	0	0.0	4	0
Cc1ccccc1CNS(=O)(=O)c1ccc2c(c1)C(C)(C)C(=O)N2C	-10	-4	2	9	-1	0.0	-3	nt
CO[C@H](CN(C)C(=O)c1cc(Cl)cc(Cl)c1)[C@H](C)CN(C(=O)Nc1ccc(F)cc1)[C@H](C)CO	-6	7	-1	13	-7	0.0	0	-2
COc1ccc2c3c(n(C)c2c1)[C@H](CO)N(C(=O)NC1CCCC1)CC31CCN(C(C)=O)CC1	6	0	-15	nt	nt	0.3	-2	nt
C[C@@H]1CCCCO[C@@H](CN(C)Cc2ccc(C(F)(F)F)cc2)[C@H](C)CN([C@@H](C)CO)C(=O)c2cc(NC(=O)Nc3cccc4ccccc34)ccc2O1	nt	0	12	nt	nt	0.3	nt	-2
CCC(CC)C(=O)Nc1nnc(S(=O)(=O)N2CCCC2)s1	-2	4	nt	-10	5	-0.1	0	0
Fc1cc(Br)ccc1Nc1nc2ccccc2n2nnnc12	50	18	-41	-6	-7	0.0	4	1
CO[C@H]1CN(C)C(=O)c2ccc(NC(=O)Nc3ccc(Cl)cc3)cc2OC[C@H](C)N(C(=O)Nc2c(C)noc2C)C[C@H]1C	-5	2	-14	-8	5	-0.3	3	5
O=C(C[C@@H]1CC[C@@H]2[C@H](COC[C@@H](O)CN2C(=O)Nc2ccc(Cl)cc2)O1)NCC1CCCCC1	nt	-16	-26	-11	nt	0.2	nt	-7
COc1cc(OC)cc(C(=O)NCCSC2CCCCC2)c1	-1	-7	7	nt	-3	0.8	1	nt
C[C@@H]1CN([C@H](C)CO)S(=O)(=O)c2ccc(C#CC3CCCC3)cc2O[C@@H]1CN(C)C(=O)C1CC1	-26	-15	9	-5	7	-0.9	3	10
C[C@@H]1CN([C@@H](C)CO)C(=O)c2cccc(NC(=O)Nc3ccc4c(c3)OCO4)c2O[C@H]1CN(C)S(=O)(=O)c1cccs1	-5	-10	-5	4	-16	0.0	-1	-2
COc1ccc(NC(=O)N[C@H]2CC[C@@H](CCNC(=O)Nc3cc(F)ccc3F)O[C@H]2CO)cc1	9	1	-2	9	2	-0.1	-2	1
O=C(O)c1ccc(N2CCN(Cc3ccc4c(c3)OCO4)CC2)c([N+](=O)[O-])c1	-3	13	2	2	1	0.1	-2	3
CCN1C/C(=C\c2cccc([N+](=O)[O-])c2)C(=O)/C(=C/c2cccc([N+](=O)[O-])c2)C1	1	13	24	nt	1	3.8	-3	0
CCCNC(=O)C[C@H]1C[C@H]2c3cc(NC(=O)CC4CC4)ccc3O[C@H]2[C@@H](CO)O1	43	-7	9	-9	0	0.2	1	7
CCc1cc2ccccc2nc1SCC(=O)NC1CCCC1	7	-7	-5	-7	0	0.2	2	0
Cc1cccc(-c2ccc([C@H]3[C@@H](CO)N4CCCCN(CCC(F)(F)F)C[C@H]34)cc2)c1	16	-19	10	nt	-1	0.2	0	2
COc1ccc(-c2ccc3c(c2)O[C@@H](CN(C)CC2CCOCC2)[C@H](C)CN([C@@H](C)CO)S3(=O)=O)cc1	4	0	-8	-44	14	-1.1	0	4
COC(=O)C1=C(C)N(Cc2ccccc2)C(=NCC(C)C)N[C@H]1c1cccc(F)c1	-1	-31	14	-36	4	-0.2	5	1

Only part of the results is shown; count on the stated rates, not on these rows.
